Source: PubChem
TDP1 cell noCPT = qHTS for Inhibitors of human tyrosyl-DNA phosphodiesterase 1 (TDP1): qHTS in cells in absence of CPT | DT40 Tdp1-/- hTDP1 cells, no CPT, ATP luminescence, 48 h | Potency, µM (highest dose often 46.2 µM), for the others: at the top dose activity change, negative = growth inhibition, hits mostly inhibitors | 15% of 420,000 active | AID 686978, 2013; note: nearly all actives have a fitted effect of over 55% in size
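A cellular qHTS used chicken DT40 cells lacking endogenous Tdp1 but carrying stably transfected human TDP1. Compounds were applied without camptothecin, and cell growth kinetics were judged by ATP-dependent luminescence after ≥48 hr.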
TDP1 cell CPT = DT40-hTDP1 cell growth loss with CPT; chicken DT40 Tdp1-/-;hTDP1 cells + 20 nM CPT, ATP luminescence, 48 h; Potency, µM (series often up to 46.2 µM), for the others: at the top dose activity change, negative = growth inhibition, usual class: inhibitors; 12% of 420,000 active; note: nearly all actives have a fitted effect of over 55% in size
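Cell growth measured by CellTiter-Glo luminescence after a minimum 48 h, 37 C compound exposure with 20 nM CPT in Tdp1-knockout DT40 cells stably expressing hTDP1, seeded 400/well; qHTS titration format.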
KAT2A inh = inhibitors of human GCN5L2 histone acetyltransferase; 0.21% of 390,000 active; GCN5L2 HAT assay, ThioGlo1 CoA-SH fluorescence; Potency, µM (highest dose often 58.9 µM), for inactives: at the highest dose activity change, negative = inhibition, hits mostly inhibitors; Q92830
Target sequence (Q92830 whole entry, looked up): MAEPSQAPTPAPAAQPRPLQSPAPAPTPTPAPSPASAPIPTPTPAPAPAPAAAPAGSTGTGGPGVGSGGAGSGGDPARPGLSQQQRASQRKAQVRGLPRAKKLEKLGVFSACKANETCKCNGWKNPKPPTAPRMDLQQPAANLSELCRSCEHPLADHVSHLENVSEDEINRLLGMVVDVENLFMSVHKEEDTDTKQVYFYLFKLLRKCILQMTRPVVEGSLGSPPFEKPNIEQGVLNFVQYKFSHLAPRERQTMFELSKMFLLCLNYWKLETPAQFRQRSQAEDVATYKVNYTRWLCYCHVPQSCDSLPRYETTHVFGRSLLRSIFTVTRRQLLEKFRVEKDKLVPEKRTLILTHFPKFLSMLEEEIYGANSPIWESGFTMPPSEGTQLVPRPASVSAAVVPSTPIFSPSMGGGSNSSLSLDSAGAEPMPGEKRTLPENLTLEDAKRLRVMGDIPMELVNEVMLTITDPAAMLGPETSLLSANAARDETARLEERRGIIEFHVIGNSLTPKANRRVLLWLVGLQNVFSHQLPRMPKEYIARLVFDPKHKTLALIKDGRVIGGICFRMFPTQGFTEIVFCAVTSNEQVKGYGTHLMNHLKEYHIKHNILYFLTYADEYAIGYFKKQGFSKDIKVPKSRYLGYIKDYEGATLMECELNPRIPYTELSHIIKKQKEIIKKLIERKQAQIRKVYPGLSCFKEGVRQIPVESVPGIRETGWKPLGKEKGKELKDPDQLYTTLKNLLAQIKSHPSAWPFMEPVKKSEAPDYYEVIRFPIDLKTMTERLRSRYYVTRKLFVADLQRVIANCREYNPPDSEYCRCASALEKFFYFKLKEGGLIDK
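Fluorescence readout, Ex340nm/Em540nm: ThioGlo1 (50uM final) reacts with free CoA thiol released as 20nM GCN5L2 acetylates H3(1-25) peptide (75uM) using acetyl-CoA (70uM). Compound and enzyme sat 15 min beforehand; 20 min room-temperature reaction.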
* = called active by the depositor; ? = inconclusive; nt = no result given; & = joins results of further samples. Calls come from the whole dose curve; as a rule, active = well fitted curve in the direction sought with a large enough effect; inconclusive = small, poorly fitted or top-dose-only effect, or another doubt; inactive = no such curve, though single readings can be large; an effect the other way counts as inactive or inconclusive. % is set by controls: 0 for no effect and ±100 for the full control effect; potency is the fitted concentration of half-maximal effect.

1) CNc1snc(C)c1C(=O)OCC(=O)N(C)Cc1ccccc1
2) O=C(NCCN=C1NS(=O)(=O)c2ccccc21)c1ccccc1
3) Cc1ccc(S(=O)(=O)N2CCCCC2)cc1NC(=O)CNC(C)c1ccc(Cl)c(Cl)c1 (stereo not given)
4) Cn1c(=O)cc(OCCCC(=O)N2CCCCC2)c2ccccc21
5) Cc1ccsc1/C=N/NC(=O)c1cccnc1
6) Cc1ccc(S(=O)(=O)N2CCOC2CNC(=O)C(=O)NCCN(C)C)cc1 (stereo not given)
7) CC(=O)Nc1cnc(-c2cccc(C(=O)N(C)C)c2)cn1
8) Cc1cc(N2CCCC2=O)ccc1S(=O)(=O)N1CCOCC1
9) O=C(c1ccncc1)N1CCC[C@@]2(CCN(Cc3ccncc3)C2)C1
10) CCc1nc2ccccc2c(C(=O)OCC(=O)Nc2cccc(S(=O)(=O)N3CCOCC3)c2)c1C

assay / compound	1	2	3	4	5	6	7	8	9	10
TDP1 cell noCPT	18µM*	-7%	13µM*	?	-1%	0%	2%	?	-6%	18µM*
TDP1 cell CPT	15µM*	10%	15µM*	?	-7%	5%	-4%	2%	?	16µM*
KAT2A inh	0%	1%	-7%	0%	1%	-4%	nt	-14%	6%	-11%

11) O=C(Cc1ncc(C(F)(F)F)cc1Cl)N1CCN(c2ccc(F)cc2)CC1
12) CC1(C)CC(=O)C(N=Nc2cccnc2)=C(O)C1
13) Fc1ccc(-c2nc3nc4ccccc4nc3n2Cc2ccco2)cc1
14) CC(=O)c1cc2c(cc1NC(=O)CSc1nnc(C)s1)OCO2
15) O=C(Cc1cccs1)Nc1nnc(SCC(=O)N2CCCCC2)s1
16) CCOC(=O)c1c(-c2ccccc2)oc2ccc(O)c(CN3CCN(C)CC3)c12
17) Cc1ccc(Cl)cc1N1CCN(S(=O)(=O)c2c(C)nc3scc(C)n3c2=O)CC1
18) O=C(NCCOCc1ccccc1)C(c1ccccc1)c1ccccc1
19) O=C(NNC(=O)c1cc(-c2ccncc2)nc2ccccc12)c1ccccc1F
20) O/N=C(\Cn1ccnc1)c1ccccc1

assay / compound	11	12	13	14	15	16	17	18	19	20
TDP1 cell noCPT	?	6%	?	-25%	-30%	2.3µM*	?	?	-16%	-11%
TDP1 cell CPT	-24%	-4%	?	-25%	4%	2.1µM*	-7%	-25%	-13%	3%
KAT2A inh	-1%	-26%	-7%	-1%	0%	-7%	-12%	-2%	-18%	nt

21) Cc1cccc(N2C(=O)N3[C@@H]4c5ccccc5OC[C@@H]4[C@@H](c4ccccc4)[C@]3(C)C2=O)c1
22) COc1ccc(C(=O)Nc2ccc3[nH]c(-c4cccc(OC)c4)cc(=O)c3c2)cc1
23) O=C(NCC1CCCCC1)c1ccc(F)cc1Cl
24) CCCCN(C)C(=O)c1ccc(CS(=O)(=O)c2ccccc2C)o1
25) CC(=O)N1CCCc2ccc(NC(=O)c3ccc(OC(C)C)cc3)cc21
26) CSc1nc2ccccc2cc1/C=C(\C#N)c1cccc(Cl)c1
27) O=C(CSc1ccc(-c2ccco2)nn1)N1CCCCCC1
28) O=C(CCCCCN1C(=O)c2ccccc2C1=O)Nc1ccc(S(=O)(=O)N2CCCCC2)cc1
29) O=C(O[C@@H]1OC2COC(=O)c3cc(O)c(O)c(O)c3-c3c(cc(O)c(O)c3O)C(=O)O[C@@H]([C@H]1O)[C@@H]2O)c1cc(O)c(O)c(O)c1
30) CCOC(=O)c1c(C)[nH]c(C)c1C(=O)COC(=O)/C=C/c1cccc([N+](=O)[O-])c1

assay / compound	21	22	23	24	25	26	27	28	29	30
TDP1 cell noCPT	?	0.65µM*	-21%	?	16µM*	?	-23%	-29%	?	?
TDP1 cell CPT	?	1µM*	6%	-25%	?	?	1%	-16%	?	-20%
KAT2A inh	0%	6%&-3%	-2%	-3%	8%	?	-6%	-7%	?	nt

A second format for part of the listing above.
22	COc1ccc(C(=O)Nc2ccc3[nH]c(-c4cccc(OC)c4)cc(=O)c3c2)cc1
  TDP1 cell noCPT = 0.65µM*
  TDP1 cell CPT = 1µM*
  KAT2A inh = 6%&-3%

28	O=C(CCCCCN1C(=O)c2ccccc2C1=O)Nc1ccc(S(=O)(=O)N2CCCCC2)cc1
  TDP1 cell noCPT = -29%
  TDP1 cell CPT = -16%
  KAT2A inh = -7%

25	CC(=O)N1CCCc2ccc(NC(=O)c3ccc(OC(C)C)cc3)cc21
  TDP1 cell noCPT = 16µM*
  TDP1 cell CPT = ?
  KAT2A inh = 8%

23	O=C(NCC1CCCCC1)c1ccc(F)cc1Cl
  TDP1 cell noCPT = -21%
  TDP1 cell CPT = 6%
  KAT2A inh = -2%

(more compounds)
31) CCNC(=O)C1CCN(S(=O)(=O)c2ccc(F)cc2)CC1
32) CCc1ccc(-c2cn(C3CCCCC3)c(=S)[nH]2)cc1
33) O=C(c1ccccc1S(=O)(=O)NCc1ccccc1)N1CCCCC1
34) CC(C)CC1Nc2ncnc(N3CCN(c4ccccn4)CC3)c2N(Cc2ccccc2)C1=O (stereo not given)
35) CSCCC(NS(=O)(=O)c1ccc(Cl)cc1)C(=O)OCC(=O)N1CCOCC1 (stereo not given)
36) CCc1ccccc1NC(=O)CCOc1ccccc1
37) Nc1c(C(=O)N/N=C/c2ccc(Cl)cc2)cnn1-c1ccccc1
38) Cc1ccccc1OCC(=O)NCC(=O)OCC(=O)c1ccc(-c2ccccc2)cc1
39) CCc1cccc2sc(N(CCCN3CCOCC3)C(=O)CS(=O)(=O)c3ccccc3)nc12
40) CCN(CC)CCCN(C(C)=O)c1nc(-c2cc(OC)ccc2OC)cs1

assay / compound	31	32	33	34	35	36	37	38	39	40
TDP1 cell noCPT	18µM*	8.2µM*	-16%	?	-12%	-14%&-15%	-9%	?	?	?
TDP1 cell CPT	?	?	-1%	?	-13%	-16%&15%	-7%	-1%	?	?
KAT2A inh	-4%	-12%	-1%	-5%	-5%	7%&-1%	0%	nt	-9%	-22%

Filtered by structure, the entries above containing an aryl thioether with sulfur outside any ring.
14) CC(=O)c1cc2c(cc1NC(=O)CSc1nnc(C)s1)OCO2
15) O=C(Cc1cccs1)Nc1nnc(SCC(=O)N2CCCCC2)s1
26) CSc1nc2ccccc2cc1/C=C(\C#N)c1cccc(Cl)c1
27) O=C(CSc1ccc(-c2ccco2)nn1)N1CCCCCC1

assay / compound	14	15	26	27
TDP1 cell noCPT	-25%	-30%	?	-23%
TDP1 cell CPT	-25%	4%	?	1%
KAT2A inh	-1%	0%	?	-6%

Further structures:
41) COc1cc(CNCCCO)ccc1OCC(=O)NC(C)(C)C
42) CCC(NC(=O)Cc1c(C)c2ccc(OC)c(C)c2oc1=O)C(=O)NC(Cc1ccc(Cl)cc1)C(=O)O (stereo not given)
43) O=C(c1csc2ccccc12)N1CCN(c2ccc(Cl)c(Cl)c2)CC1
44) Cc1ccc2c(Cl)c(C(=O)Nc3cc(C)on3)sc2c1
45) CCOC(=O)/C=C/[C@H]1CC(c2ccccc2)(c2ccccc2)CO1
46) COc1ccc(-c2cc(C(=O)Nc3nc4c(C)cccc4s3)c3ccccc3n2)cc1OC
47) COc1cccc(CNC(=O)CCc2c(C)c3cc4c(C)c(C)oc4cc3oc2=O)c1
48) O=C(CCn1nc(-c2ccc(Cl)cc2)c2ccccc2c1=O)NCCN1CCOCC1
49) CCN(C(=O)Cc1c(C(=O)O)n(C)c2ccccc12)c1cccc(C)c1
50) C/C(Cn1nnc2ccccc21)=N\OC(=O)c1cc(F)c(F)cc1Cl

assay / compound	41	42	43	44	45	46	47	48	49	50
TDP1 cell noCPT	10%	0%	23µM*	-12%	?	21µM*	?	-5%	4%	29%
TDP1 cell CPT	4%	-13%	21µM*	7%	?	16µM*	?	-4%	0%	-1%
KAT2A inh	-9%	-9%	-6%	-2%	-11%	-5%	-3%	-2%	-14%	2%

Quoted from the listing.
Result for compound 46 in TDP1 cell noCPT: 21µM*
Result for compound 41 in TDP1 cell noCPT: 10%
Result for compound 49 in TDP1 cell CPT: 0%
Result for compound 44 in TDP1 cell noCPT: -12%

Later entries
51) O=C(Nc1ccc(Oc2ncnc3cc(Cl)ccc23)nc1)c1ccc(F)cc1
52) COCCNC(=O)C1CCC(CNS(=O)(=O)c2ccc3c(c2)CC(C)N3C(C)=O)CC1 (stereo not given)
53) CCN(CC)S(=O)(=O)c1ccc2[nH]cc(C(=O)NCCN3CCCCCC3)c(=O)c2c1
54) NNC(=O)c1cccn(Cc2ccc(Cl)cc2Cl)c1=O
55) CC(=O)Nc1ccc(S(=O)(=O)Oc2ccccc2N2C(=O)C3C4CCC(C4)C3C2=O)cc1 (stereo not given)
56) Cc1noc(C)c1C(=O)N1CCN(Cc2ccccc2)CC1
57) CCN(CC)CCn1c2c(c(SCC(=O)Nc3cc(C)on3)nc1=O)CCCC2
58) O=C(NCCCc1ccccc1)c1cccc(NC(=O)c2ccccc2)c1
59) O=C(Nc1cccc(Cl)c1)c1cc(F)cc2c1OCOC2
60) CCOc1ccc(N2C(=O)CC(N(CCc3ccc(OC)c(OC)c3)C(=S)Nc3ccccc3)C2=O)cc1 (stereo not given)

assay / compound	51	52	53	54	55	56	57	58	59	60
TDP1 cell noCPT	-8%	-11%	-19%	-20%	-10%	5%	-12%	?	1%	?
TDP1 cell CPT	-2%	-9%	-11%	-14%	8%	?	2%	?	9%	?
KAT2A inh	-6%	1%	0%	?	-2%	0%	-1%	nt	-2%	69%

The closing four entries of the section before lead into the next.
57) CCN(CC)CCn1c2c(c(SCC(=O)Nc3cc(C)on3)nc1=O)CCCC2
58) O=C(NCCCc1ccccc1)c1cccc(NC(=O)c2ccccc2)c1
59) O=C(Nc1cccc(Cl)c1)c1cc(F)cc2c1OCOC2
60) CCOc1ccc(N2C(=O)CC(N(CCc3ccc(OC)c(OC)c3)C(=S)Nc3ccccc3)C2=O)cc1 (stereo not given)
61) Cn1ncc(Br)c1C(=O)OCC(=O)Nc1nc(-c2ccccc2)cs1
62) CCC(C)[C@H](NS(=O)(=O)c1ccc(C)cc1)C(=O)N1CCC(C(=O)N[C@H](C(=O)O)c2ccccc2)CC1 (stereo not given in full)
63) COCCN(C(=O)COC(=O)c1c(NC(C)=O)sc(C)c1C)c1c(N)n(Cc2ccccc2)c(=O)[nH]c1=O
64) Cc1nc(N2CCOCC2)nc(N2CCCC2)c1[N+](=O)[O-]
65) Cc1nn(-c2ccc(C(=O)O)cc2)c2c1C(=O)CC(C)(C)C2
66) CC(C)(C)c1ccc(OCC(=O)Nc2ccc(C(=O)Nc3ccccc3C(=O)O)cc2)cc1
67) CCC(Sc1nnnn1-c1ccccc1)C(=O)NC(C)c1ccccc1 (stereo not given)
68) Cc1cc(-c2nnc(CCC(=O)N3CCN(Cc4cccnc4)CC3)o2)c(C)o1
69) COc1ccc(-c2csc(N3CCC(c4ccccc4)C3)n2)cc1 (stereo not given)
70) Cc1cc(NC(=O)c2ccc3nc(-c4ccccc4)c(-c4ccccc4)nc3c2)no1

assay / compound	57	58	59	60	61	62	63	64	65	66	67	68	69	70
TDP1 cell noCPT	-12%	?	1%	?	?	-1%	?	?	2%	-8%	?	-24%	?	-2%
TDP1 cell CPT	2%	?	9%	?	-5%	1%	?	?	1%	-14%	?	3%	-26%	-20%
KAT2A inh	-1%	nt	-2%	69%	-4%	1%	-1%	-3%	-2%	32µM*	-7%	2%	-10%	-3%

71) Nc1nc(CCl)nc(Nc2cccc3ccccc23)n1
72) O=C(CSc1nc2c(c(=O)[nH]1)CN(Cc1ccc(F)cc1)CC2)Nc1ccc(F)cc1
73) COc1ccc(-c2noc(-c3ccccc3F)n2)cc1
74) Cc1cccc(OCc2nnc(SCc3cc(=O)n4cc(Br)ccc4n3)o2)c1
75) Cc1ccc(S(=O)(=O)N2CCN(C3CC(=O)N(c4ccc(F)cc4)C3=O)CC2)cc1C (stereo not given)
76) CCCSc1nc2cc(S(=O)(=O)N3CCOCC3)ccc2n1CC

assay / compound	71	72	73	74	75	76
TDP1 cell noCPT	3.3µM*	16µM*	-3%	?	?	?
TDP1 cell CPT	?	21µM*	-10%	?	-6%	-5%
KAT2A inh	-2%	1%	-4%	-8%	-6%	2%

Not a hit list; about 18% have a hit in one of these screens.
